# ABCB1 block – ABCB1 efflux pump inhibitors, primary screen, cell-based, multiplex, flow cytometry, ABCG2 counter-screen | CCRF-Adr cells, JC-1 efflux | ATP-dependent translocase ABCB1 (Homo sapiens), P08183 | 190,000 tested, 0.067% active | inhibition, % at 6.6 µM; in the data active = inhibition above about 40%;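 also: 0% = vehicle and 100% = reference inhibitor; higher value means more JC-1 retained so stronger ABCB1 efflux block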
# Bim-Bcl-B – inhibitors of Bim-Bcl-B binding, primary screen, biochemical, multiplexed, human Bcl-2 family. Bcl-2-like protein 10 (Homo sapiens), Q9HD36. bead-based flow cytometry, Bim peptide-Bcl-B binding. inhibition, % at 10 µM. 190,000 tested, 0.073% active. AID 951, 2007;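 also: 0% = tracer peptide without compound and 100% = reference inhibitor peptide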
# Target sequence (Q9HD36 whole entry, looked up): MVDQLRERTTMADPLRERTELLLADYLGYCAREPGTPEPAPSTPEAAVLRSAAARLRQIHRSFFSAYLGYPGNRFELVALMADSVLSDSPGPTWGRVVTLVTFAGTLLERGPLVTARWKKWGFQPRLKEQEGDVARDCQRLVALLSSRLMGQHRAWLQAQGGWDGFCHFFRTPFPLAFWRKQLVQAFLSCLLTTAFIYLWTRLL
# GSH bead fluor – compound fluorescence on glutathione beads, profiling panel, artefact control, biophysical, 488/530 nm, flow cytometry. GSH beads flow cytometry, compound fluorescence 488/530 nm; hits give high values. fluorescence (KMESF) at 10 µM. 190,000 tested, 0.25% active. AID 1776, 2009; in the data active = fluorescence above about 89;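 also: glutathione beads carrying GST-tagged Bcl family fusion proteins plus one bare bead set; values are compound well signal with DMSO vehicle wells as background; inactives centre near 16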
# Bcl-2 Bim block – inhibitors of Bim-Bcl-2 binding, primary screen, biochemical, multiplexed, human Bcl-2 family. Apoptosis regulator Bcl-2 (Homo sapiens), P10415. Bead-based flow cytometry, Bim peptide-Bcl-2 binding. inhibition, % at 10 µM. 190,000 tested, 0.06% active. AID 950, 2007; in the data active = inhibition above about 40%; inconclusive = no clear call, values can overlap the other calls;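 also: 0% = no compound wells with probe peptide and 100% = reference peptide inhibitor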
# RGS8-Gao – RGS8-Galphao binding modulators, primary screen, biochemical, multiplexed bead flow cytometry; Guanine nucleotide-binding protein G(o) subunit alpha (Homo sapiens), P09471; actives lie on both sides; response (percent of control binding), % at 10 µM; 220,000 tested, 0.34% active; in the data active = response below about 60% or above about 140%; inactive = in between;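 also: Galphao activated as the GDP aluminium fluoride complex binding bead-coupled RGS8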
# Target sequence (P09471 whole entry, looked up): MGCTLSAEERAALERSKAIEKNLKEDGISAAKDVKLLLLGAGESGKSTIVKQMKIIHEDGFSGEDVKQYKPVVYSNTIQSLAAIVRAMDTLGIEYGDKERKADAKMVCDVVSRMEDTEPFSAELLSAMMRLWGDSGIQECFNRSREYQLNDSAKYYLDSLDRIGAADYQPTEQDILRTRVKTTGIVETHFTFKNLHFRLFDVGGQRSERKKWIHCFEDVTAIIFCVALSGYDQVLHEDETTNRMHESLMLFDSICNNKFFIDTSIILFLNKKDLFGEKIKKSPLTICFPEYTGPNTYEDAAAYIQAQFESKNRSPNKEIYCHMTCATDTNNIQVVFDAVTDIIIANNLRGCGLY
# Bfl-1 Bim block – inhibitors of Bim binding to Bfl-1, primary screen, biochemical, multiplexed, bead-based flow cytometry | Bcl-2-related protein A1 (Homo sapiens), Q16548 | inhibition, % at 10 µM | 190,000 tested, 0.12% active | Bim-Bfl-1 binding inhibition;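 also: 0% = wells without compound plus tracer and 100% = blocker peptide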
# RGS4-Gao reg – modulators of RGS4 binding to Galphao, primary screen, biochemical, multiplexed bead flow cytometry. Guanine nucleotide-binding protein G(o) subunit alpha (Homo sapiens), P09471. actives lie on both sides. binding response (% of control), % at 10 µM. 220,000 tested, 0.33% active. AID 1415, 2008; in the data active = binding response below about 49% or above about 150%; inactive = in between;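 also: fluorescent Galphao activated with aluminum fluoride binding bead-coupled RGS4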
# ABCG2 inh – ABCG2 efflux pump inhibitors, primary screen, multiplex with ABCB1, IgMXP3 cells, flow cytometry | AID 1325, 2008 | JC-1 efflux | 190,000 tested, 0.1% active | Broad substrate specificity ATP-binding cassette transporter ABCG2 (Homo sapiens), Q9UNQ0 | inhibition, % at 6.6 µM;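 active = inhibition above 80%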;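 also: 0% = DMSO and 100% = nicardipine control wells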
#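 Test system: IgMXP3 (ABCG2) plus far-red-tagged CCRF-Adr (ABCB1) cells / Amount: 3 million cells/mL in well / Reagent: JC-1 transporter substrate / Timing: 10 min compound exposure, 25 °C / Signal: flow cytometry, 530 nm JC-1 signal / Read-out: percent efflux inhibition, scaled nicardipine 100% to DMSO 0% / Benchmarks: nicardipine as high control, DMSO as low control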
# Bim-Bcl-W – inhibitors of Bim binding to Bcl-W, primary screen, biochemical, multiplexed, bead-based flow cytometry. inhibition, % at 10 µM. 190,000 tested, 0.02% active. Bim peptide-Bcl-W binding. Bcl-2-like protein 2 (Homo sapiens), Q92843;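 also: 0% = bound tracer without compound and 100% = peptide blocker; higher means less fluorescent Bim peptide bound to Bcl-W beads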
# Target sequence (Q92843 whole entry, looked up): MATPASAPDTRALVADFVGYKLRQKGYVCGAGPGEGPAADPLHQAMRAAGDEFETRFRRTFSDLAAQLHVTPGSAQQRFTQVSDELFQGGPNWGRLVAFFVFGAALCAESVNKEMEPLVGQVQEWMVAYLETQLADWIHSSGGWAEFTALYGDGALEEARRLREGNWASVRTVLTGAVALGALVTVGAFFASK
# RGS7-Gao – RGS7-Galphao binding modulators, primary screen, biochemical, multiplexed bead flow cytometry | actives lie on both sides | Guanine nucleotide-binding protein G(o) subunit alpha (Homo sapiens), P09471 | 220,000 tested, 0.35% active | binding response (% of control), % at 10 µM | AID 1439, 2008; in the data active = binding response below about 49% or above about 150%; inconclusive = no clear call, values can overlap the other calls; inactive = in between;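 also: fluorescent Galphao held in activated GDP-AlF4 state binding bead-coupled RGS7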
# Bcl-XL Bim block – inhibitors of Bim-Bcl-XL binding, primary screen, biochemical, multiplexed, bead flow cytometry, human Bcl-XL. 190,000 tested, 0.04% active. Bim peptide-Bcl-XL binding, fluorescence. Bcl-2-like protein 1 (Homo sapiens), Q07817. inhibition, % at 10 µM. AID 1007, 2008
# Target sequence (Q07817 whole entry, looked up): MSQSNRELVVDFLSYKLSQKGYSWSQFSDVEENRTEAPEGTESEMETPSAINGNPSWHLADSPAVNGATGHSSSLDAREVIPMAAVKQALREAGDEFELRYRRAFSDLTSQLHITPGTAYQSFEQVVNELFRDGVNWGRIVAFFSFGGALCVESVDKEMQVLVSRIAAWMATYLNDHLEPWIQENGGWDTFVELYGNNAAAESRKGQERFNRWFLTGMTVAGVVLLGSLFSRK
# An asterisk follows results filed as active; ? = inconclusive; & = joins results of further samples. Rule as the data show it, unless noted: active = inhibition above about 40%. Compounds as they come. Share with any hit: about 1.1%.
# Start of the listing, in advance (2 entries):
SMILES,ABCB1 block,Bim-Bcl-B,GSH bead fluor,Bcl-2 Bim block,RGS8-Gao,Bfl-1 Bim block,RGS4-Gao reg,ABCG2 inh,Bim-Bcl-W,RGS7-Gao,Bcl-XL Bim block
CCCc1ccc(Oc2cn[nH]c2-c2ccc(O)cc2O)cc1,-0.1,-8,23,-16,101,-21,101,1,-1,102,-12
CC(=O)Oc1ccc(C)cc1-n1nc2ccccc2n1,0.1,-1,19,-3,101,-2,98,0,-4,98,-2

# The list itself (from the top)
SMILES,ABCB1 block,Bim-Bcl-B,GSH bead fluor,Bcl-2 Bim block,RGS8-Gao,Bfl-1 Bim block,RGS4-Gao reg,ABCG2 inh,Bim-Bcl-W,RGS7-Gao,Bcl-XL Bim block
CCCc1ccc(Oc2cn[nH]c2-c2ccc(O)cc2O)cc1,-0.1,-8,23,-16,101,-21,101,1,-1,102,-12
CC(=O)Oc1ccc(C)cc1-n1nc2ccccc2n1,0.1,-1,19,-3,101,-2,98,0,-4,98,-2
CCCc1nc2ccc(NC(=O)c3cccs3)cc2c(=O)n1Cc1ccc(Cl)cc1,0.4,-6,9,-6,102,-9,101,-2,-5,99,-4
CCn1[nH]c(=O)c(=Nc2c(C)n(C)n(-c3ccccc3)c2=O)cc1-c1ccc(Cl)cc1,0.8,-1,11,-6,100,-5,98,4,1,102,-1
Cc1cc2ncn(CCC(=O)NC(C)(C)C)c2cc1C,1.6,-4,14,-5,102,-8,101,2,-2,103,0
O=C(ONC1=NCCCCC1)c1ccc([N+](=O)[O-])cc1,0.0,2,64,0,99,0,95,3,0,92,-1
Clc1ccc(CSc2ncn[nH]2)cc1,0.3,2,13,0,98,-2,107,1,1,102,0
CS(=O)(=O)N1CCC(C(=O)NCc2ccncc2)CC1,0.7,-6,56,-9,99,-12,93,3,0,95,-13
COc1ccc(Cl)cc1NC(=S)Nc1cccnc1,-0.3,-3,15,4,102,-1,103,20,0,100,0
O=C(O)c1cc(-c2cccnc2)nn1-c1ccccn1,0.7,-7,260*,-5,99,-15,99,2,2,100,-25
O=C(NCc1ccccc1)C1=C[C@H](c2csc3ccccc23)C[C@H](OCCCCO)O1,2.7,-5,19,-2,102,-3,103,9,-3,103,0
O=C(Nc1ccc(F)cc1F)c1ccc(COc2c(F)c(F)cc(F)c2F)o1,1.4,1,17,1,101,1,102,16,0,102,-3
O=c1[nH]c(SCc2nc3ccccc3c(=O)n2-c2ccccc2)nc2ccccc12,-0.1,-2,12,-5,104,-2,100,1,-1,100,-8
O=C(NC(c1ccccc1)c1ccccc1)C1CCCN(S(=O)(=O)c2cnc[nH]2)C1 (configuration not stated),0.1,-1,19,0,102,-5,104,0,-3,100,0
Cc1ccc2sc(NC(=O)CN3C(=O)c4ccccc4C3=O)nc2c1C,2.2,2,16,4,95,0,114,9,0,114,-4
CC(C(=O)Nc1ccc2c(c1)OCO2)c1ccc([N+](=O)[O-])cc1 (configuration not stated),-0.1,-1,15,0,101,-3,101,7,3,109,0
CC(C)(C)NC(=O)Cn1c(SCC(N)=O)nc2ccccc21,0.3,-1,18,-4,104,-3,108,1,-2,103,-4
CCNc1nc(NC(C)C)nc(NC(C)(C)C)n1,0.3,-8,15,1,123,-9,107,1,-2,129,0
O=C1/C(=C\Nc2ccc(Cl)cc2)CCN1c1ncccn1,1.3,-8,29,-9,99,-14,102,5,0,102,-4
O=c1[nH]c(CNCc2cccnc2)nc2ccccc12,1.6,-3,10,-4,102,-5,109,20,-1,147,-1
CC1(C)NC(=O)N(CCOCCOc2c(Cl)cc(Cl)cc2Cl)C1=O,0.7,0,4,0,100,-2,110,3,-2,108,-1
Cc1ccc(S(=O)(=O)Nc2c(C)n(C)n(-c3ccccc3)c2=O)cc1,-0.5&0.3,1&2,11&14,-2&-1,106&99,1&0,105&107,-1&0,0&0,108&105,-1&1
CN(C)/C=C(/C(=O)c1ccc(Cl)cc1Cl)S(=O)(=O)c1ccccc1,-0.1,3,25,5,94,-1,95,3,5,95,1
CC(C)Oc1ccc(C(=O)Nc2ccc(N3CCCCC3)cc2)cc1,0.2,-3,2,1,100,0,97,8,-2,100,-5
O=C(COC(=O)c1ccc(Cl)c(S(=O)(=O)N2CCCC2)c1)NC1CCCCC1,0.9,-7,23,0,96,-5,92,10,-1,99,-3
CC(=O)c1cccc(NC(=O)C2CCCCC2)c1,0.7,-11,34,-12,102,-13,103,10,-2,99,-9
CC(=O)Nc1c(O)nc(SCC(=O)Nc2sc3c(c2C#N)CCCCCC3)[nH]c1=O,0.6,-4,13,0,83,1,65,1,0,75,-1
CCN(CC(=O)Nc1ccc2c(c1)OCCO2)Cc1cc(=O)oc2cc(C)c(C)cc12,3.5,-6,28,-9,100,-15,102,31,1,100,-6
CC1(C)Cc2nc3sc4c(N5CCCC5)nnnc4c3cc2CO1,-0.2,-6,15,-1,100,-4,96,1,0,97,-2
O=C(C1CC(=O)N(c2ccc3c(c2)OCCO3)C1)N1CCN(c2ccccc2)CC1 (configuration not stated),1.5,5,11,4,99,5,99,3,-2,?,0
O=C(CCN1CCN(c2ccccc2)CC1)N/N=C/c1ccc([N+](=O)[O-])o1,0.1,0,18,0,98,-2,98,3,2,?,-2
CCCN1CCN(C(=O)c2cc(COc3ccc4ncccc4c3)on2)CC1,0.4,-2,10,-2,93,-4,90,1,-5,89,-5
COc1ccc(C2C(C#N)=C(C)NC(C)=C2C(=O)OC(C)C)c(OC)c1 (configuration not stated),0.6,-5,14,-3,103,-4,102,1,-1,110,0
CCc1nnc(NC(=O)C2CCN(C(=O)NC3CCCCC3)CC2)s1,0.6,-2,56,0,89,-3,83,2,0,83,0
Cc1ccc2nc(SCC(=O)Nc3nnc(SCC(N)=O)s3)[nH]c2c1,-0.2,-7,20,-1,102,-2,102,-1,-8,102,-3
N#CCC(=O)c1sccc1-n1cccc1,0.5,-5,16,-2,102,-2,105,3,-3,100,-4
CCCn1nc(NS(=O)(=O)c2ccccc2)c2cc3cc(C)ccc3nc21,0.7,1,24,1,107,0,103,17,-2,103,0
CCOC(=O)c1c(C)[nH]c(C(=O)CSc2nc3ccccc3o2)c1C,0.1,1,13,0,101,0,103,1,0,101,-3
O=C(Nc1ccccc1C(=O)N1CCOCC1)c1noc2c1CCCC2,0.5,-6,38,-9,99,-11,104,7,-1,127,-5
CCOC(CNC(=O)c1ccc2c(c1)nc(C)n2-c1cccc(F)c1)OCC,-0.8,-9,14,-5,100,-4,103,-1,-6,104,-5
CN(C)CCCN1CC(C(=O)O)CC1=O (configuration not stated),0.0,-11,36,-3,100,-18,100,0,-2,98,-4
N/C(=N\OC(=O)CCC1CCCC1)c1ccc([N+](=O)[O-])cc1,-0.2,-5,15,-4,101,-7,102,1,-5,100,-3
COc1ccc(N(CC(O)CN2CCCCC2)S(=O)(=O)c2ccc(C)cc2)cc1 (configuration not stated),1.3,-3,71,-3,103,-5,102,1,0,102,-1
CC(=O)NC1(NC(C)=O)CCN(C)C(c2ccccc2)C1C (configuration not stated),-4.6,-8,12,-10,96,-9,98,-8,0,106,-4
CN(CCCNC(=O)c1ccc(N2CCCC2=O)cc1)c1ccccc1,0.3,-7,17,4,102,-7,96,1,-5,99,-10
O=C(NCc1ccco1)c1ccc(F)c(S(=O)(=O)N2CCCCC2)c1,1.4,-3,12,-3,98,-1,103,5,0,100,0
O=C1CC(Sc2ncn[nH]2)C(=O)N1c1ccccc1 (configuration not stated),0.1,-5,10,-7,97,-9,96,0,2,96,0
CCOC(=O)c1ccc(Oc2c(C)oc3cc(OS(C)(=O)=O)ccc3c2=O)cc1,0.8,-7,18,-4,99,-10,99,0,-8,100,-8
CCc1nnc(NC(=O)c2c(O)c3c([nH]c2=O)CCCC3)s1,1.3,-11,21,-10,103,-18,103,54,-4,103,-10
CCOCCCNC(=O)N[C@@H](Cc1ccccc1)C(=O)OC,0.0,-3,5,0,100,-1,99,0,0,100,0
Fc1ccccc1-c1n[nH]c(=S)n1CC1CCCO1 (configuration not stated),-3.1,-17,16,-7,98,-7,100,-3,-4,98,-4
COc1ccc(C2=NN3C(C2)c2ccccc2OC32C(=O)N(C)c3ccccc32)cc1 (configuration not stated),0.5,0,15,0,94,1,96,2,-1,96,0
COc1cc(/C=N/NC(=O)c2cccnc2)ccc1OCC(=O)Nc1c(C)cc(C)cc1C,-0.4,0,7,-1,88,0,99,-1,-2,98,-2
Cc1cccc(NC(=O)CN2C(=O)N/C(=C/c3cc(C)n(C(C)C)c3C)C2=O)c1,-1.2,-8,35,-4,101,-11,99,10,0,104,-6
Nc1ncnc(Sc2ncccn2)c1[N+](=O)[O-],0.8,-15,23,2,101,6,100,1,-4,102,-6
O=C(NCCCl)Nc1ccc(Cl)c([N+](=O)[O-])c1,-0.3,-2,14,-3,99,-4,100,4,-2,?,2
Cc1nn(C2CCCCC2)c(N)c1-c1ccccc1,0.2,0,11,2,103,-5,101,1,4,104,3
COc1ccccc1/C=N/OC(=O)c1ccc(C)cc1,2.1,-6,11,-7,100,-8,98,21,-4,96,-2
COc1cc(/C=N/NC(=O)CCn2nnc3ccccc32)ccc1O,0.3,-15,19,-2,98,-13,102,16,-4,96,-18
Cc1cc(C)c(C(=O)/C=C/c2cccc3ccccc23)c(=O)[nH]1,-0.8,-11,14,0,99,-3,100,-5,-3,102,-7

# Later entries
SMILES,ABCB1 block,Bim-Bcl-B,GSH bead fluor,Bcl-2 Bim block,RGS8-Gao,Bfl-1 Bim block,RGS4-Gao reg,ABCG2 inh,Bim-Bcl-W,RGS7-Gao,Bcl-XL Bim block
O=C(CCN1C(=O)/C(=C/C=C/c2ccccc2)SC1=S)Nc1ccccn1,-4.1,-5,71,-2,102,0,100,-9,-2,104,-2
N/C(Cc1cccs1)=N\OC(=O)COc1ccccc1Cl,1.4,-3,18,-3,102,-3,103,9,-3,98,-7
O=c1c(C(c2ccccc2)c2c(O)nc3n(c2=O)CCS3)c(O)nc2n1CCS2,-1.1,0,23,2,96,1,103,-1,1,99,0
O=C(NCc1ccccc1)N1CCn2c(nc3ccccc32)C1,0.1,-2,60,-2,95,1,88,5,-4,89,-6
O=C(NCCc1ccc(Cl)cc1)c1cccnc1,0.1,-4,27,-5,103,-10,105,1,2,105,0
CCCc1nnc(NC(=O)Cn2cnc3ccccc3c2=O)s1,0.1,-1,18,-6,99,-3,94,0,-2,99,-4
